Source: PubChem BioAssay
PfGluPho inh: PfG6PD enzyme inhibitors, primary screen, biochemical, fluorescence intensity, uHTS. glucose-6-phosphate dehydrogenase-6-phosphogluconolactonase (Plasmodium falciparum 3D7). AID 504690, 2011. PfGluPho enzyme, NADPH resazurin-diaphorase fluorescence. inhibition, % at 20 µM. 350,000 compounds, 0.78% hits;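 active means inhibition reaching at least a set limit at 20 µM in the primary screen, cut at about 59% in these data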;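 further: 0% = DMSO wells with substrate and 100% = DMSO wells lacking glucose-6-phosphate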
SENP8 block-1: human SENP8 protease inhibitors, primary screen, biochemical, fluorescence, Nedd8 protein substrate, uHTS; inhibition, % at 20 µM; Sentrin-specific protease 8 (Homo sapiens), Q96LD8; 360,000 compounds, 0.64% hits; recombinant SENP8; AID 602440, 2012; in the data active means inhibition mostly above about 40%, no sharp cut-off; inactive means mostly below about 27%
Target sequence (Q96LD8 whole entry, looked up): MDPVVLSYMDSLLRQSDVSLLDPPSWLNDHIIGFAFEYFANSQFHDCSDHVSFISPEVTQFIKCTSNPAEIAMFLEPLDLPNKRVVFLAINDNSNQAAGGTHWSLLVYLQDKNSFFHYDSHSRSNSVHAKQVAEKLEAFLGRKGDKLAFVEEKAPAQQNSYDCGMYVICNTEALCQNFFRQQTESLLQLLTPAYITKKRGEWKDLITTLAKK
Apaf-1 inh: inhibitors of human Apaf-1 apoptosome, primary screen, biochemical, DEVD-Rh110 fluorescence, uHTS. inhibition, % at 20 µM. reconstituted apoptosome caspase-3 activity. Apoptotic protease-activating factor 1 (Homo sapiens), O14727. 330,000 compounds, 0.71% hits; active means inhibition of at least 40% at 20 µM;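 further: plate controls were DMSO wells for no effect and DEVD-CHO caspase inhibitor wells for full effect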
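System: Apoptosome proteins | Medium: Hepes pH 7.5 with detergent and BSA | Also added: Cytochrome c trigger plus (Z-DEVD)2-Rh110 caspase-3 substrate | Incubation: 30 min compound preincubation, 50 min activation, room temperature | Detection: Rhodamine 110 fluorescence at Ex 480/Em 540 nm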
HKDC1 inh: HKDC1 hexokinase inhibitors, primary screen, biochemical, fluorescence, uHTS | recombinant HKDC1, G6PDH/diaphorase resazurin coupled fluorescence | inhibition, % at 20 µM | 340,000 compounds, 0.16% hits;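 active means inhibition above about 35% when tested at 20 µM, limit read from the data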;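 further: plate controls were DMSO wells with enzyme for no effect and DMSO wells lacking enzyme for full effect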
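Test system: recombinant HKDC1 (HK5) hexokinase enzyme, produced in-house / Doses: 20 µM test compound, 1% DMSO / Timing: 90 min, room temperature / Detection: G6PDH/diaphorase-coupled fluorescence, 1 mM NADP, 100 µM resazurin, 525/613 nm / Control set: DMSO wells with and without enzyme mix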
SENP7 inh: SENP7 protease inhibitors, primary screen, biochemical, luminescence, uHTS. recombinant SENP7, Z-RLRGG-aminoluciferin luminescence, 40 min. inhibition, % at 5 µM. 330,000 compounds, 1.5% hits. AID 434973, 2010;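 active means inhibition above about 50% at the single test dose, limit read from the data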;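 further: plate controls were DMSO with enzyme for no effect and no enzyme buffer wells for full effect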
Target sequence (Q9BQF6 706-1050 limits assumed): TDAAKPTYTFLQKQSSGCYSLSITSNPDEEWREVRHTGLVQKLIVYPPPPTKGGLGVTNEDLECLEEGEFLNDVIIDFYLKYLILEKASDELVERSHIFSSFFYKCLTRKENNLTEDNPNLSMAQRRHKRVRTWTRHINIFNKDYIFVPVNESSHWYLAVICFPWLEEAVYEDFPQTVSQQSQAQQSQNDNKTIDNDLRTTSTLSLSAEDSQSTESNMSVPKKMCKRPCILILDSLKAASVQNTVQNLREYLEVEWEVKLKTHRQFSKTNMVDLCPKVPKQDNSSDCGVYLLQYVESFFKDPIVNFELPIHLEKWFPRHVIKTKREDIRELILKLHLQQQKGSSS
SENP6 block: SENP6 protease inhibitors, primary screen, biochemical, luminescence, uHTS | Sentrin-specific protease 6 (Homo sapiens), Q9GZR1 | Recombinant SENP6 catalytic domain, aminoluciferin luminescence | inhibition, % at 10 µM | 330,000 compounds, 1.8% hits | AID 2599, 2010;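 active means inhibition above about 50% at the single tested dose, limit read from the data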;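 further: plate controls were DMSO wells with enzyme for no effect and DMSO wells lacking enzyme for full effect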
Target sequence (Q9GZR1 628-1112 limits assumed): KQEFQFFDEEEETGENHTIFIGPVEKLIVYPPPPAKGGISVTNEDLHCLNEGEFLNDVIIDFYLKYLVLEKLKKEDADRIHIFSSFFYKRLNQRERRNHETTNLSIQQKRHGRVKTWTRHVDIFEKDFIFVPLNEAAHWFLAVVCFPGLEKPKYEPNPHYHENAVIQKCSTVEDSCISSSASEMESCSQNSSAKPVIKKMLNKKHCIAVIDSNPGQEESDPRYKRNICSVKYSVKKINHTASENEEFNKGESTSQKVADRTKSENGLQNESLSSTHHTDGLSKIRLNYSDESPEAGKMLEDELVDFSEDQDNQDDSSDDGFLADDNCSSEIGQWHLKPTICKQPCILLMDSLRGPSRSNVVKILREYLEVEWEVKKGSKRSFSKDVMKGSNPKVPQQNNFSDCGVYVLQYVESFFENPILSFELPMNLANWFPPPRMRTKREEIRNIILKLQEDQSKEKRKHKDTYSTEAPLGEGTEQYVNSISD
SENP1 FRET inh: human SENP1 catalytic domain inhibitors, primary screen, biochemical, FRET, uHTS; Sentrin-specific protease 1 (Homo sapiens), Q9P0U3; recombinant SENP1 catalytic domain, CyPet-SUMO1-YPet FRET cleavage; inhibition, % at 10 µM; 360,000 compounds, 0.21% hits;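 active means inhibition at least 30% at 10 µM, raw YFP signal under a set limit, fluorescence ratio 0.5 to 1.5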;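 further: 0% = enzyme with DMSO and 100% = no enzyme wells; some results filed as inactive read as strong as hits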
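Material – human SENP1 catalytic domain · Input – SENP1 enzyme, 20 pM final · Compound dosing – single concentration of 10 µM compound, 0.5% DMSO final · Timing – enzyme reaction for 50 min at room temperature, dark · Measured by – FRET fluorescence in CFP and YFP emission channels · Control set – no-enzyme wells low, DMSO-plus-enzyme wells high control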
SENP8 block-2: SENP8 protease inhibitors, primary screen, biochemical, luminescence; AID 2540, 2010; inhibition, % at 10 µM; purified SENP8, Z-RLRGG-aminoluciferin cleavage; 330,000 compounds, 1.2% hits; Sentrin-specific protease 8 (Homo sapiens), Q96LD8; in the data active means inhibition above about 50%
NALP3 yeast inh: NALP3 inflammasome inhibitors in reconstituted yeast, primary screen, luminescence, uHTS. Yeast reconstituted NLRP3/ASC/caspase-1, beta-gal luminescence, 24 h. 330,000 compounds, 0.39% hits. AID 2825, 2010. inhibition, % at 10 µM;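 active means inhibition of 50% or more; inactive means inhibition below 50%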;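 further: plate controls were induced DMSO wells for no effect and uninduced yeast grown without galactose for full effect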
* marks the source's active call; other numbers are inactive results; . = no result given.

SMILES	PfGluPho inh	SENP8 block-1	Apaf-1 inh	HKDC1 inh	SENP7 inh	SENP6 block	SENP1 FRET inh	SENP8 block-2	NALP3 yeast inh
c1nc(C2CCCCC2)cc2cc3c(cc12)OCO3	14	-3	24	-3	-1	-28	-1	-13	51*
CN(c1ccccc1)c1nc(N)c([N+](=O)[O-])c(NCc2ccccc2)n1	-11	39	15	2	11	-6	0	-6	25
CN1CCN(NC(=O)/C=C/c2cccc(Cl)c2)CC1	3	12	5	7	11	3	2	8	-9
Cc1ccc(C)c(NC(=O)CCC(=O)N/N=C2/CC(=O)CC(C)(C)C2)c1	-8	-2	20	7	5	-2	-2	-2	18
CCc1ccc(OCC2c3cc(OC)c(OC)cc3CCN2C(=S)NCCOC)cc1 (stereo unspecified)	19	18	21	-6	7	8	-1	0	18
COc1ccc(C(=O)NCC(c2ccco2)N2CCc3ccccc32)cc1 (stereo unspecified)	40	1	10	-2	-1	-12	-1	4	8
O=C(C1CC1)N1N=C(c2ccc(Cl)cc2)CC1(O)C(F)(F)F (stereo unspecified)	-1	11	17	-1	-6	-10	1	-7	-23
CCCCOc1ccc(CN(C)c2ncnc(N)n2)cc1	5	10	-9	-6	-2	-25	2	-5	37
CC(C)(C)n1nnnc1C(c1ccc(F)cc1)N(Cc1ccc(F)cc1)Cc1ccco1 (stereo unspecified)	15	13	5	9	-8	-19	0	-4	4
Cn1c(CCC(=O)Nc2ccc(F)cc2)nc2cc(S(=O)(=O)N3CCOCC3)ccc21	-18	4	8	-10	11	-8	-14	-14	24
COC(=O)Cc1c(O)ccn(CCc2ccccc2)c1=O	-19	1	-1	-9	-8	-27	2	1	-4
CCOCCc1nn2c(=O)cc(CSCC(=O)Nc3ccc(OC)cc3)nc2s1	-13	-1	3	-3	-1	3	2	12	4
CCCc1cc(=O)[nH]c(SCc2ccc(Cl)cc2)n1	-9	23	11	3	3	7	2	0	-2
O=C1CCCN1CCCNC(=S)Nc1cccc2ccccc12	-3	4	5	2	6	-8	0	5	-12
COc1cccc2cc(C(=O)NC(C)C3CCCO3)c(=O)oc12 (stereo unspecified)	3	-64	-3	0	4	6	0	-2	2
Cc1cc([N+](=O)[O-])ccc1NC(=S)NC(=O)Cc1ccccc1	4	26	12	2	0	-18	1	-4	37
CC(NC(=O)c1cc2cc([N+](=O)[O-])ccc2oc1=O)C1CCCO1 (stereo unspecified)	-10	11	-4	-4	-6	-7	1	-10	-17
Cc1cc(C)n(S(=O)(=O)c2ccc(C(C)(C)C)cc2)n1	-12	13	8	7	-3	-6	3	-5	-9
COc1ccc(OC)c(NC(=O)CSc2nc(=O)n(CCN3CCOCC3)c3c2CCC3)c1	6	6	-2	-4	-3	-17	0	-6	11
COc1ccc(C(=O)COc2ccccc2N2C(=O)C3C4C=CC(C4)C3C2=O)cc1 (stereo unspecified)	-20	14	-6	4	-1	-17	4	4	8
Cc1nn2c(NCCN(C)C)c3c(nc2c1-c1ccccc1)CCCC3	4	-201	-14	1	7	-11	4	-5	9
CC(NC(=O)CCSc1nc(-c2ccc3c(c2)OCO3)cc(C(F)(F)F)n1)c1ccccc1 (stereo unspecified)	10	-330	14	1	0	-3	3	-10	5
CC(=O)N1CCN(c2ccc(NC(=O)c3ccc4c(c3)OCCO4)cc2Cl)CC1	67*	-9	-22	4	11	5	0	-11	7
NC(Cc1ccc(O)cc1)c1cn([C@@H](CCC(=O)O)C(=O)N2CCNCC2)nn1 (stereo partly specified)	-15	17	14	0	4	-10	1	-15	17
CCc1ccc(C(=O)NNc2ccc(F)cc2F)cc1	35	6	-12	-2	10	-3	5	-4	36

Reprinted from above, 12 compounds:
SMILES	PfGluPho inh	SENP8 block-1	Apaf-1 inh	HKDC1 inh	SENP7 inh	SENP6 block	SENP1 FRET inh	SENP8 block-2	NALP3 yeast inh
c1nc(C2CCCCC2)cc2cc3c(cc12)OCO3	14	-3	24	-3	-1	-28	-1	-13	51*
CN(c1ccccc1)c1nc(N)c([N+](=O)[O-])c(NCc2ccccc2)n1	-11	39	15	2	11	-6	0	-6	25
CN1CCN(NC(=O)/C=C/c2cccc(Cl)c2)CC1	3	12	5	7	11	3	2	8	-9
Cc1ccc(C)c(NC(=O)CCC(=O)N/N=C2/CC(=O)CC(C)(C)C2)c1	-8	-2	20	7	5	-2	-2	-2	18
CCc1ccc(OCC2c3cc(OC)c(OC)cc3CCN2C(=S)NCCOC)cc1 (stereo unspecified)	19	18	21	-6	7	8	-1	0	18
COc1ccc(C(=O)NCC(c2ccco2)N2CCc3ccccc32)cc1 (stereo unspecified)	40	1	10	-2	-1	-12	-1	4	8
O=C(C1CC1)N1N=C(c2ccc(Cl)cc2)CC1(O)C(F)(F)F (stereo unspecified)	-1	11	17	-1	-6	-10	1	-7	-23
CCCCOc1ccc(CN(C)c2ncnc(N)n2)cc1	5	10	-9	-6	-2	-25	2	-5	37
CC(C)(C)n1nnnc1C(c1ccc(F)cc1)N(Cc1ccc(F)cc1)Cc1ccco1 (stereo unspecified)	15	13	5	9	-8	-19	0	-4	4
Cn1c(CCC(=O)Nc2ccc(F)cc2)nc2cc(S(=O)(=O)N3CCOCC3)ccc21	-18	4	8	-10	11	-8	-14	-14	24
COC(=O)Cc1c(O)ccn(CCc2ccccc2)c1=O	-19	1	-1	-9	-8	-27	2	1	-4
CCOCCc1nn2c(=O)cc(CSCC(=O)Nc3ccc(OC)cc3)nc2s1	-13	-1	3	-3	-1	3	2	12	4

The listing continues:
SMILES	PfGluPho inh	SENP8 block-1	Apaf-1 inh	HKDC1 inh	SENP7 inh	SENP6 block	SENP1 FRET inh	SENP8 block-2	NALP3 yeast inh
O=C(NCc1ccco1)c1ccc(Cn2cc([N+](=O)[O-])cn2)o1	-4	14	-18	-4	-4	-2	3	4	-2
O=C(c1cccc(N2C(=O)C3C4C=CC(C4)C3C2=O)c1)N1CCCCCC1 (stereo unspecified)	4	24	-3	-4	6	-10	0	-1	-7
Cc1ccc(NC(=O)c2nc[nH]c2C(=O)NCCN(CCNC(=O)c2[nH]cnc2C(=O)Nc2ccc(C)cc2)CCNC(=O)c2[nH]cnc2C(=O)Nc2ccc(C)cc2)cc1	28	6	16	0	11	2	2	-15	15
CC(C)[C@H](NC(=O)c1ccccc1F)C(=O)OCC(=O)Nc1sccc1C(N)=O	-1	5	-4	-2	-24	5	-6	10	2
CCSc1nnc(NC(=O)C2CCCCC2C(=O)OCC(F)(F)C(F)F)s1 (stereo unspecified)	-11	8	6	-9	0	-6	0	-4	9
CC1CCCN(S(=O)(=O)c2cnc[nH]2)C1 (stereo unspecified)	-7	3	0	-6	1	4	3	12	8
O=C(Nc1ncc(Cc2cccc(Cl)c2)s1)c1cccs1	21	-49	23	-3	21	34	-7	7	20
O=C(NCC1CCC(C(=O)O)CC1)OCc1ccccc1 (stereo unspecified)	15	15	-2	-11	1	-10	2	3	9
O=C(NNC(=S)NCc1ccccc1)c1cccnc1	-6	8	10	-4	4	10	0	1	23
N#C/C(=C/c1ccncc1)c1nc2ccccc2c(=O)[nH]1	35	-55	-1	-3	3	3	-18	5	8
O=C(COC(=O)Cc1ccccc1F)Nc1ccc(F)cc1F	-7	4	2	0	3	8	5	-4	12
O=[N+]([O-])c1ccccc1/C=N/NC1=NCCN1	6	18	3	-6	1	-34	-1	-9	11
Cc1ccc(C)c(NC(=O)c2cc(=O)c3ccccc3o2)c1	1	-4	-12	-8	6	-4	-3	-9	26
Cc1ccccc1OCCn1c(S(=O)(=O)O)nc2c(N)ncnc21	3	2	-5	-7	0	-35	2	-5	-11
Cc1ccc(S(=O)(=O)Nc2ccnc(-c3cccnc3)n2)cc1	-4	6	-1	-6	-1	16	-1	3	8
CCOC(=O)N1CCN(C(=O)c2ccc3c(c2)N(Cc2ccc(C)cc2)CCS3)CC1	-14	-344	35	5	-5	2	0	3	3
CCN(CC(=O)Nc1c(C(=O)OC)[nH]c2ccc(Cl)cc12)c1ccc2c(c1)OCO2	31	-116	1	-2	-1	11	11	3	17
O=C(N/N=C/c1cc([N+](=O)[O-])ccc1O)c1cccc2ccccc12	.	-3	4	.	-13	-4	-9	-16	6
CCCCC(CC)CN1CN(CC(CC)CCCC)CC(C)(N)C1 (stereo unspecified)	4	8	.	-3	.	.	1	.	.
CCOC(=O)N1CCC(c2[nH][nH]c(=O)c2C)CC1	-11	16	0	-1	7	-11	0	-7	3
COCCNC(=O)Nc1ccc2c(c1)N(C)C(=O)c1ccccc1S2	-16	-12	2	-4	-7	-13	1	1	3
COc1ccc(-n2c(CNC(=O)COc3ccc(Cl)cc3)n[nH]c2=S)cc1	35	7	-5	1	-3	18	2	-3	25
CC1CC(C)CN(C(=O)c2ccc(N3CC4CC(C3)c3cccc(=O)n3C4)c([N+](=O)[O-])c2)C1 (stereo unspecified)	2	11	-9	-5	3	-8	0	3	14
COC(=O)c1ccc(C(=O)OCCCc2nc3ccc(N)cc3[nH]2)cc1	11	37	15	-3	13	17	-3	3	12
O=c1c(C/C=C/c2ccccc2)c(O)ccn1Cc1cccc(Cl)c1	-2	10	-5	-3	2	1	0	1	19
CSc1nc(Oc2ccc(=O)[nH]n2)nc(N(C)C)n1	6	16	-5	-7	1	-15	0	-6	7
O=C(Cc1c(F)cccc1Cl)Nc1ccncc1	2	17	-17	-5	3	-23	0	1	6
CN1CCN(CCCNC(=O)c2ccc(/C=C3/Sc4ccccc4N(Cc4cccc(Cl)c4)C3=O)cc2)CC1	-29	-290	.	14	.	.	-54	.	.
COc1cc(C[C@@H](CO)[C@H](CO)Cc2ccc(O)c(OC)c2)ccc1O	.	.	-7	.	1	-12	.	-9	21
Cc1cccc(C(=O)N[C@H](C(=O)Nc2ncc(C)s2)C(C)C)c1	-13	3	13	-12	-10	-10	-1	-3	27
